# TRb-SRC2 inh = inhibitors of human thyroid hormone receptor beta-SRC2 interaction | P10828 | TRbeta-SRC2 peptide binding, fluorescence polarization; receptor liganded with 1 µM T3 | 0.065% of 280,000 active | Potency, µM (doses to about 106 µM), without a hit: at the highest dose activity change, negative = inhibition, most hits filed as inhibitors;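 note: plate controls were bound peptide for no effect and peptide without receptor for full effect; nearly all actives have a fitted effect of over 50% in size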
#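 Human TRb LBD (0.6 uM) plus Texas Red-labeled SRC2 peptide (20 nM), 1uM T3, 5% DMSO, 5 hr at ambient temperature. Decreased polarization (555/632 nm) flags inhibition; data normalized to free and bound peptide controls.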
# GoLoco inh red = inhibitors of human Gai1-RGS12 GoLoco interaction (red fluorophore) | Potency, µM (titrated, usually from 61.6 µM), for inactives: top-dose activity, negative = inhibition, hits mostly inhibitors | P63096 | 0.44% of 230,000 active | Gai1:RGS12 GoLoco peptide FP, rhodamine, 10 min; active = well fitted inhibition curve with a large enough effect, not every such curve was filed as active; inactive = no such curve, though single readings can be large or run the other way; note: % is set by controls: 0 for no effect and ±100 for the full control effect; nearly all actives have a fitted effect of over 30% in size; many of its hits are not listed in these tables
# RECQ1 helicase = inhibitors of human RECQ1 DNA helicase. AID 2549. P46063. Potency, µM (doses to about 57.3 µM), without a hit: top-dose activity, negative = inhibition, actives largely listed as inhibitors. 0.54% of 240,000 active. RECQ1 DNA unwinding, red fluorescence kinetic read;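 note: plate controls were vehicle for no effect and no enzyme for full effect; nearly all actives have a fitted effect of over 30% in size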
#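 50 nM RECQ1T1 preincubated 15 min with compound in Tris pH 8.0 buffer with MgCl2, DTT, Tween-20 and 2.5 ug/ml poly(dI-dC); started with 200 nM TAMRA/BHQ-2 forked duplex and 2 mM ATP. Unwinding read as fluorescence (525/598 nm), two reads 2 h apart.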
# TR SRC2 fluor cs = Texas Red fluorescence interference in TRb-SRC2 counter-screen. TRb/SRC2 Texas Red total fluorescence interference. Potency, µM (doses to about 106 µM), without a hit: at the top dose fluorescence change, negative = quenching. 0.29% of 280,000 active. AID 1479; active = well fitted curve in either direction with a large enough effect; inconclusive = small, poorly fitted or top-dose-only effect; note: % is set by controls: 0 for no effect and ±100 for the full control effect
#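 Human TRb ligand-binding domain at 0.6 uM with 20 nM Texas Red SRC2 peptide in Tris buffer containing 1 uM T3 and 5% DMSO, incubated with compound 5 h at ambient temperature. Total fluorescence (555/632 nm) calculated as parallel + 2 × perpendicular.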
# ALDH1A1 inh = blocks purified human ALDH1A1 activity; Potency, µM (series often up to 75.3 µM), for inactives: top-dose activity, negative = inhibition, usual class: inhibitors; AID 1030; Purified ALDH1A1, NADH fluorescence, propionaldehyde substrate; 7.3% of 220,000 active; active = well fitted inhibition curve with a large enough effect, not every such curve was filed as active; inconclusive = small, poorly fitted or top-dose-only effect, or another doubt; inactive = no such curve, though single readings can be large or run the other way;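 note: plate controls were no enzyme wells and a reference inhibitor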
# Target sequence (P00352 whole entry, looked up): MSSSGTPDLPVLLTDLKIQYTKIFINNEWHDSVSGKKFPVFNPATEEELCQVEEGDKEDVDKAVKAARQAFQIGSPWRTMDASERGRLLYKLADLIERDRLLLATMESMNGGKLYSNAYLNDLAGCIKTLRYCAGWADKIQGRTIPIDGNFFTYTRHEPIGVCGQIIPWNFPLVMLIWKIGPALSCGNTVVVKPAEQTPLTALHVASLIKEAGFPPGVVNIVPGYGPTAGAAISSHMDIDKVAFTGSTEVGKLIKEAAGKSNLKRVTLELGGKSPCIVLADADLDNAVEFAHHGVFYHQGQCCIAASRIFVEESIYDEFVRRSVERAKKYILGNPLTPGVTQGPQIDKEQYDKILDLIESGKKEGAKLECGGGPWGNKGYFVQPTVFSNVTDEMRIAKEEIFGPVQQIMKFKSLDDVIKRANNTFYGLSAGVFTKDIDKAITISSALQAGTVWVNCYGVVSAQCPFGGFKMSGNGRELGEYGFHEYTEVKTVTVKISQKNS
# Lamin A splicing = changes lamin A minigene splicing in HeLa cells; 0.01% of 200,000 active; HeLa LMNA splicing GFP/RFP minigene ratio, 48 h; AID 1487; Potency, µM (top dose mostly 46.1 µM), for the others: top-dose ratio change, negative = inhibition, actives largely listed as inhibitors; active = well fitted inhibition curve with a large enough effect in the signal ratio, with a control signal flat, not every such curve was filed as active; inconclusive = small, poorly fitted or top-dose-only effect, or effect the other way, or a change in a side signal; the % refers to the signal ratio; note: % is set by controls: 0 for no effect and ±100 for the full control effect
#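 S3 HeLa stable clones carrying a lamin A-EGFP splicing minigene plus DsRed2 were seeded at 600 cells/well in Opti-MEM with 2% FBS, pin-dosed and incubated 48 h at 37°C. Acumen cytometry (488 nm) gave the GFP/RFP total-intensity ratio.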
# SMN2 splice up = increases expression of the SMN2 splice variant | HEK293 SMN2-luciferase splicing reporter, luminescence, 30-36 h | Potency, µM (highest dose often 46.1 µM), for the others: at the highest dose activity change, positive = activation, most hits filed as activators | 2.8% of 210,000 active; note: % of control where 0% means no effect; nearly all actives have a fitted effect of over 55% in size
#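 qHTS luciferase splicing reporter: luminescence rises when SMN2 exon 7 is included in transfected HEK293 cells. Compound exposure lasted 30-36 h at 37C, with 4.5 mM final sodium butyrate as control, followed by a ONE-Glo read.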
# JMJD2E inh = blocks human JMJD2E demethylase activity; AID 2147; JMJD2E catalytic domain, FDH-coupled NADH fluorescence (FDH is formaldehyde dehydrogenase); 1.6% of 230,000 active; Potency, µM (doses to about 57.1 µM), inactives show at the top dose activity change, negative = inhibition, most hits filed as inhibitors; B2RXH2; active = well fitted inhibition curve with a large enough effect, not every such curve was filed as active; inconclusive = small, poorly fitted or top-dose-only effect, or another doubt; inactive = no such curve, though single readings can be large or run the other way;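 note: 0% = wells with enzyme and -100% = buffer wells without enzyme; nearly all actives have a fitted effect of over 50% in size; many of its hits are not listed in these tables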
# Target sequence (B2RXH2 1-337 limits assumed): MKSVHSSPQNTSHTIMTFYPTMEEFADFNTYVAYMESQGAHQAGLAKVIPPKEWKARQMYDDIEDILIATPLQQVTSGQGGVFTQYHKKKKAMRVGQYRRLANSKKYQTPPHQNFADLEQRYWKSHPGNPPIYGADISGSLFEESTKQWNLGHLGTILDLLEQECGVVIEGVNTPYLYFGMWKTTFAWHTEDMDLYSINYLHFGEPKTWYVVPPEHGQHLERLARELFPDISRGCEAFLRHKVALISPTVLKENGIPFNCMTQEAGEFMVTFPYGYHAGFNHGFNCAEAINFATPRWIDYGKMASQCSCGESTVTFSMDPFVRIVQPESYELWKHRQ
# Numbers without * were called inactive; i = inactive; u = inconclusive; x = no result given; [ ] = dose if it differs, or a comment. Unless noted, calls come from the whole dose curve; as a rule, active = well fitted curve in the direction sought with a large enough effect; inconclusive = small, poorly fitted or top-dose-only effect, or another doubt; inactive = no such curve, though single readings can be large; an effect the other way counts as inactive or inconclusive. Potency is the fitted concentration of half-maximal effect. This is a subset. The share of hits here may be higher or lower than overall.
# Screens by letter – A = TRb-SRC2 inh; B = GoLoco inh red; C = RECQ1 helicase; D = TR SRC2 fluor cs; E = ALDH1A1 inh; F = Lamin A splicing; G = SMN2 splice up; H = JMJD2E inh
(1) Cc1ccc(S(=O)(=O)N/N=C\c2ccc(Cl)c([N+](=O)[O-])c2)cc1
  A: -1%; B: 3%; C: -4%; D: -7%; E: 0.5µM*; F: u; G: -7%; H: -11%
(2) Cc1c(NS(=O)(=O)c2ccc(S(=O)(=O)c3ccccc3)s2)c(=O)n(-c2ccccc2)n1C
  A: 6%; B: 4%; C: -3%; D: 1%; E: -6%; F: x; G: x; H: 2%
(3) CCOc1cc(/C=N/NC(=O)c2cccnc2)ccc1OC(=O)c1ccco1
  A: -1%; B: 3%; C: -6%; D: 2%; E: 14%; F: 17%[46 µM]; G: -4%; H: 6%
(4) O=c1oc2ccccc2c(Nc2ccc(O)cc2)c1[N+](=O)[O-]
  A: -16%; B: -16%; C: -3%; D: -2%; E: -3%; F: 14%[0.0737 µM]; G: -21%; H: -4%
(5) Oc1ccc(O)c(Cc2nc3ccccc3[nH]2)c1
  A: 7%; B: -16%; C: i; D: -1%; E: -12%; F: u; G: -2%; H: -26%
(6) N#Cc1ccc(NC(=O)COC(=O)CCc2ccc(S(=O)(=O)N3CCCCC3)cc2)cc1
  A: 0%; B: -4%; C: -6%; D: 4%; E: u; F: -10%; G: -8%; H: 0%
(7) CCOc1cc(/C=N/NC(N)=O)ccc1OC(=O)c1ccc(C)cc1
  A: -4%; B: -4%; C: -4%; D: -1%; E: 8%; F: 1%; G: 21%; H: 8%
(8) CCOC(=O)c1[nH]c(=O)[nH]c1CSc1nc(C)cc(C)n1
  A: 0%; B: -18%; C: i; D: -1%; E: 14%; F: -9%; G: 17%; H: 6%
(9) O=C(O)c1cc(-c2ccccc2)n(-c2ccccc2C(=O)O)n1
  A: 2%; B: x; C: i; D: -8%; E: -14%; F: 7%; G: x; H: -19%
(10) COc1ccc(OC)c(NS(=O)(=O)c2ccc(SC)cc2)c1
  A: 3%; B: -22%; C: 0%; D: -1%; E: 18µM*; F: u; G: -1%; H: 2%

# Single records, from the list above. Order of values: TRb-SRC2 inh | GoLoco inh red | RECQ1 helicase | TR SRC2 fluor cs | ALDH1A1 inh | Lamin A splicing | SMN2 splice up | JMJD2E inh
# CCOc1cc(/C=N/NC(N)=O)ccc1OC(=O)c1ccc(C)cc1 as listed: -4% | -4% | -4% | -1% | 8% | 1% | 21% | 8%
# COc1ccc(OC)c(NS(=O)(=O)c2ccc(SC)cc2)c1 as listed: 3% | -22% | 0% | -1% | 18µM* | u | -1% | 2%

# Looked up by structure from the list above (3):
# Screens by letter – A = TRb-SRC2 inh; B = GoLoco inh red; C = RECQ1 helicase; D = TR SRC2 fluor cs; E = ALDH1A1 inh; F = Lamin A splicing; G = SMN2 splice up; H = JMJD2E inh
(4) O=c1oc2ccccc2c(Nc2ccc(O)cc2)c1[N+](=O)[O-]
  A: -16%; B: -16%; C: -3%; D: -2%; E: -3%; F: 14%[0.0737 µM]; G: -21%; H: -4%
(7) CCOc1cc(/C=N/NC(N)=O)ccc1OC(=O)c1ccc(C)cc1
  A: -4%; B: -4%; C: -4%; D: -1%; E: 8%; F: 1%; G: 21%; H: 8%
(8) CCOC(=O)c1[nH]c(=O)[nH]c1CSc1nc(C)cc(C)n1
  A: 0%; B: -18%; C: i; D: -1%; E: 14%; F: -9%; G: 17%; H: 6%

# (next part)
# Screens by letter – A = TRb-SRC2 inh; B = GoLoco inh red; C = RECQ1 helicase; D = TR SRC2 fluor cs; E = ALDH1A1 inh; F = Lamin A splicing; G = SMN2 splice up; H = JMJD2E inh
(11) Cc1ccc(-c2csc(NC(=O)C[n+]3cc(-c4ccc(C)cc4)n4c3CCC4)n2)cc1
  A: -8%; B: 6%; C: 4%; D: -2%; E: x; F: x; G: x; H: -12%
(12) CC(C)(C)n1nnnc1CN1C2CCC1CC(NC(=O)Nc1ccccc1)C2 (stereo not drawn)
  A: 3%; B: 3%; C: -6%; D: -2%; E: u; F: -2%; G: -3%; H: 0%
(13) CCOc1ccc(C(=O)NC(=S)Nc2ccc(NC(=O)C(C)C)cc2)cc1[N+](=O)[O-]
  A: -7%; B: 8%; C: 0%; D: 1%; E: 1%; F: 3%; G: 0%; H: 19%
(14) O=C(/C=C/c1cn(-c2ccccc2)nc1-c1cccnc1)c1ccco1
  A: 9%; B: 3%; C: 21%; D: -5%; E: u; F: u; G: -37%[inhibitor]; H: u
(15) CC(C)Oc1ccc(C(CC(=O)NCc2ccco2)c2ccccc2)cc1 (stereo not drawn)
  A: -1%; B: 7%; C: -2%; D: -1%; E: u; F: -4%; G: 15%; H: 2%
(16) Cc1noc(C)c1C(=O)N1CCC2(CC1)CN(Cc1cc(C(F)(F)F)cc(C(F)(F)F)c1)C2
  A: x; B: 4%; C: -6%; D: x; E: 1%; F: x; G: 2%; H: x
(17) S=C(Nc1cccnc1)N1CCCCC1
  A: 10%; B: 9%; C: i; D: 1%; E: 2%; F: 29%[46 µM]; G: 1%; H: -1%
(18) C/C(=N\Nc1nc2ccccc2[nH]1)c1ccc2c(c1)OCO2
  A: 0%; B: -6%; C: -17%; D: -3%; E: -1%; F: -5%[46 µM]; G: 0%; H: 3%
(19) CCOC(=O)c1c(NC(=O)C2CCCO2)sc(C)c1C (stereo not drawn)
  A: -8%; B: 12%; C: -2%; D: 0%; E: 14µM*; F: x; G: -1%; H: u
(20) COc1ccc2[nH]cc(CCNC(=O)c3ccc([N+](=O)[O-])cc3)c2c1
  A: -2%; B: 17%; C: -1%; D: -1%; E: -9%; F: -3%[46 µM]; G: 4%; H: -3%

# Filtered by structure, the compounds so far containing an aryl methoxy group
# Screens by letter – A = TRb-SRC2 inh; B = GoLoco inh red; C = RECQ1 helicase; D = TR SRC2 fluor cs; E = ALDH1A1 inh; F = Lamin A splicing; G = SMN2 splice up; H = JMJD2E inh
(10) COc1ccc(OC)c(NS(=O)(=O)c2ccc(SC)cc2)c1
  A: 3%; B: -22%; C: 0%; D: -1%; E: 18µM*; F: u; G: -1%; H: 2%
(20) COc1ccc2[nH]cc(CCNC(=O)c3ccc([N+](=O)[O-])cc3)c2c1
  A: -2%; B: 17%; C: -1%; D: -1%; E: -9%; F: -3%[46 µM]; G: 4%; H: -3%

# More records follow.
# Screens by letter – A = TRb-SRC2 inh; B = GoLoco inh red; C = RECQ1 helicase; D = TR SRC2 fluor cs; E = ALDH1A1 inh; F = Lamin A splicing; G = SMN2 splice up; H = JMJD2E inh
(21) O=C1CC(c2ccco2)CC(O)=C1C=Nc1cc(Cl)ccc1Cl (stereo not drawn)
  A: 8%[53 µM]; B: 19%; C: 7%; D: -5%[53 µM]; E: u; F: -8%; G: 15%; H: 0%
(22) Cc1ccc(C(=O)Nc2ncnc3sc4c(c23)CCCCC4)cc1
  A: -3%; B: 11%; C: -3%; D: -3%; E: u; F: 16%; G: 3%; H: 208%[activator]
(23) COC(=O)C[C@@H]1O[C@H]1[C@H](C)[C@@H](OC)C(C)C
  A: -3%[11.2 µM]; B: x; C: 11%[11.5 µM]; D: -2%[11.2 µM]; E: -14%[13.5 µM]; F: x; G: x; H: x
(24) COc1ccc(CN=C2NN=C(c3ccccc3)CS2)cc1
  A: 4%; B: 1%; C: -6%; D: -3%; E: 4.5µM*; F: 7%[9.22 µM]; G: u; H: u

# Screens (PubChem BioAssay)
